DAX1 inh-1: inhibits human nuclear receptor DAX1; HEK293 Gal4-DAX1 luciferase reporter, luminescence; inhibition, % at 6.75 µM; hit rate 0.99% among 340,000; AID 504766;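 active = inhibition above the mean over all tested compounds plus 3 SD, cut at about 4.2% in these data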;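 also: 0% = DAX1-transfected cells with DMSO and 100% = empty-vector control cells with DMSO; inhibition shows as a rise in luminescence from relieved DAX1 repression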
Target sequence (P51843 207-470 limits assumed): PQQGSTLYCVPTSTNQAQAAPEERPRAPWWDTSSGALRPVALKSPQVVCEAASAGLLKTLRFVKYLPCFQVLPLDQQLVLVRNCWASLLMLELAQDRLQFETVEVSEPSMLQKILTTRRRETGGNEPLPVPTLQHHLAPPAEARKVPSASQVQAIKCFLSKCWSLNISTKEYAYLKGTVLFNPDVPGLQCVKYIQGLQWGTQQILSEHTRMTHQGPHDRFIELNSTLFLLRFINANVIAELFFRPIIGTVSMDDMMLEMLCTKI
FXN GAA850 act: increases GAA850 frataxin promoter reporter activity; HEK293 lucGAA850 FXN promoter luciferase reporter, 24 h; percent of 10 µM SAHA response; activation, % at 6 µM; hit rate 0.56% among 360,000; AID 540364;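 active = activation above the average of all compounds screened plus 3 SD, cutoff fixed separately per campaign, cut at about 7.5% in these data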;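 also: 0% = DMSO wells and 100% = 10 µM SAHA wells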
hgDAF12 agonist: hgDAF-12 agonism, primary luciferase screen | HEK293 GAL4-hgDAF12 UAS-luciferase reporter, agonist luminescence; normalized to butyrate control | activation, % at 6.8 µM | hit rate 1.8% among 370,000;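 active = activation above a cutoff set at the mean of all screened compounds plus 3 SD, cut at about 10% in these data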;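 also: 0% = DMSO wells and 100% = sodium butyrate wells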
DAX1 inh-2: inhibitors of DAX1 repression of SF-1 activated StAR promoter | HEK293T StAR-luciferase reporter, SF-1/DAX-1 repression relief | inhibition, % at 6.8 µM | hit rate 1.1% among 370,000 | AID 652010;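 active = inhibition above the mean over all tested compounds plus 3 SD, cut at about 3.6% in these data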;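 also: 0% = DAX-1 cells with DMSO and 100% = cells lacking DAX-1 with DMSO; higher inhibition means more luminescence from relief of DAX-1 repression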
sPLA2-III inh: Inhibits HGIII-sPLA2 liposome hydrolysis, primary screen. Q9NZ20. QFRET BODIPY PC-A2 liposome hydrolysis, fluorescence. inhibition, % at 12.2 µM. hit rate 0.56% among 370,000;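 active = inhibition above mean plus 3 SD of compounds lying within the high and low control bounds, cut at about 19% in these data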;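 also: 0% = median of test compound wells and 100% = no enzyme DMSO wells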
Target sequence (Q9NZ20 whole entry, looked up): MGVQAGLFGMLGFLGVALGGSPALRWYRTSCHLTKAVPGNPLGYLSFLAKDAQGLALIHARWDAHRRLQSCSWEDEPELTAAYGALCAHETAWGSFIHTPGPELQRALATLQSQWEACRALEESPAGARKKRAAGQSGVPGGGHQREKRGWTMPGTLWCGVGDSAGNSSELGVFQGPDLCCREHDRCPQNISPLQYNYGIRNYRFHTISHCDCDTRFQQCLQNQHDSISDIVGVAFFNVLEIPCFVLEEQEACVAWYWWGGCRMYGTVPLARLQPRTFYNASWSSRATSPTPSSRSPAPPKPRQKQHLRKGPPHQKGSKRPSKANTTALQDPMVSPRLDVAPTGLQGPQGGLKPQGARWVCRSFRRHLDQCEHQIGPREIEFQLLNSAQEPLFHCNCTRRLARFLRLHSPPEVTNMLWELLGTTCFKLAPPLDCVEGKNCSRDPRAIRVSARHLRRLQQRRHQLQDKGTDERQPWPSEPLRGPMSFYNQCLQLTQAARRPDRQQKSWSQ
hcDAF-12 act: activators of H. contortus DAF-12 nuclear receptor | AID 652067 | HEK293 hcDAF-12 lit1-tk-luc reporter, luminescence; 0% DMSO, 100% Δ7-dafachronic acid | hit rate 1.4% among 370,000 | activation, % at 6.8 µM;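 active = activation above the mean of all tested compounds plus 3 SD, cut at about 5.5% in these data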;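 also: 100% = response to 3 µM Δ7-dafachronic acid high control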
SMARCA2 activ: increases SMARCA2 function in MMTV reporter cells; AID 652017; activation, % at 9.1 µM; hit rate 1% among 370,000; MG213 cells, MMTV-luciferase reporter, dexamethasone, overnight; in the data active = activation above about 7.8%;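 also: 0% = vehicle wells and 100% = reference activator wells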
NPR1 activator: GC-A (human) enzyme activation; P16066; HEK293 GC-A cells, cGMP TR-FRET, EC30 ANP; 0% at EC30 ANP, 100% saturating ANP; activation, % at 10 µM; hit rate 0.14% among 370,000; in the data active = activation above about 40%
ssDAF12 agonist: S. stercoralis DAF-12 activation, primary screen. HEK293 ssDAF-12/GRIP1 lit1-tk-luc reporter, luminescence; % of 3 µM dafachronic acid response. activation, % at 6.8 µM. hit rate 1% among 370,000;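 active = activation above the mean over all tested compounds plus 3 SD, cut at about 0.9% in these data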;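 also: 0% = DMSO-only wells and 100% = 3 µM delta7-dafachronic acid wells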
proKLK7 act: activates the human kallikrein-7 zymogen; P49862; purified proKLK7, EDANS-DABCYL substrate fluorescence; 100% is mature enzyme control, 0% vehicle; activation, % at 7 µM; hit rate 0.9% among 370,000; AID 652039;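 active = activation above the mean of all tested compounds plus 3 SD, computed per campaign excluding outliers beyond control limits, cut at about 13% in these data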
Target sequence (P49862 whole entry, looked up): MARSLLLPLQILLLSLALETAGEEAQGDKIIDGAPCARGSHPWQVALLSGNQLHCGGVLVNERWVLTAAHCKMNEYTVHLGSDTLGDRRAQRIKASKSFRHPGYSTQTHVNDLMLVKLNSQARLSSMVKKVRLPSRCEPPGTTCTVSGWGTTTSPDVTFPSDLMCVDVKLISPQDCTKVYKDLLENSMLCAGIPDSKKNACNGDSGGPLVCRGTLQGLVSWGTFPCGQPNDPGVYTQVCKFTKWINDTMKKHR
GC-B act: GC-B (human) receptor activation. hit rate 0.11% among 370,000. HEK293-GC-B cells, CNP EC30, cGMP TR-FRET; 0% at EC30 CNP, 100% saturating CNP. activation, % at 10 µM;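 active = activation at 10 µM reaching about 35% in either raw or pattern-adjusted values, limit read from the data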
* hit, by the source's call; / = no result given.

SMILES	DAX1 inh-1	FXN GAA850 act	hgDAF12 agonist	DAX1 inh-2	sPLA2-III inh	hcDAF-12 act	SMARCA2 activ	NPR1 activator	ssDAF12 agonist	proKLK7 act	GC-B act
CCOC(=O)c1cc(-c2cccnc2)nn1-c1ccccn1	-0.3	2.1	-2.0	-0.2	-7	0.6	1	0	-1.0	0.8	1
COc1ccccc1NC(=O)CSc1nnc(CNC(=O)c2ccco2)o1	2.7	-2.7	-0.7	0.1	0	-1.1	-1	1	-0.2	0.2	5
COc1cc(/C=C(\C#N)C(=O)NCC2CCCO2)ccc1OCCC(C)C (stereo not given)	0.2	-0.4	1.8	0.6	-1	0.2	-3	0	-1.3	-5.6	4
Cc1[nH]c2ccc(F)cc2c1CCN(Cc1cccnc1)C(=S)Nc1cccc(F)c1	-0.6	-1.4	-0.8	-0.3	-39	-0.9	-3	-15	-1.1	0.5	-6
COc1ccccc1-c1cc(C(=O)N2CCCCC2)no1	3.7	3.8	12*	9.1*	-2	3.9	2	1	0.8	0.5	-3
Cc1cc(C)c2cc(C#N)c(NCCNC(=O)c3ccccc3)nc2c1	/	/	-0.7	0.6	4	-0.7	-4	-4	-0.5	-7.1	-3
O=C(COc1ccccc1[N+](=O)[O-])Nc1ccc2c(c1)OCO2	2.7	7.5	15*	6.7*	-3	9.2*	7	-4	0.3	0.1	1
Cc1ccc(OCC(=O)NC(=S)Nc2cccc(NC(=O)c3ccccc3Cl)c2)cc1	1.1	-4.3	2.3	-0.3	1	1.3	-1	5	-1.3	0.3	-2
COc1ccc(C(C)(O)c2nc(-c3cccs3)cs2)cc1 (stereo not given)	/	-1.3	0.7	0.6	-15	0.0	-7	-7	-0.5	0.2	1
COc1cccc(-c2nc(CS(=O)(=O)CC(=O)NCCCN3C(C)CCCC3C)c(C)o2)c1 (stereo not given)	0.5	0.4	-2.0	-0.1	3	2.3	-2	-9	-0.6	0.1	1

4 entries drawn at random from those above:
SMILES	DAX1 inh-1	FXN GAA850 act	hgDAF12 agonist	DAX1 inh-2	sPLA2-III inh	hcDAF-12 act	SMARCA2 activ	NPR1 activator	ssDAF12 agonist	proKLK7 act	GC-B act
COc1ccccc1-c1cc(C(=O)N2CCCCC2)no1	3.7	3.8	12*	9.1*	-2	3.9	2	1	0.8	0.5	-3
O=C(COc1ccccc1[N+](=O)[O-])Nc1ccc2c(c1)OCO2	2.7	7.5	15*	6.7*	-3	9.2*	7	-4	0.3	0.1	1
COc1cccc(-c2nc(CS(=O)(=O)CC(=O)NCCCN3C(C)CCCC3C)c(C)o2)c1 (stereo not given)	0.5	0.4	-2.0	-0.1	3	2.3	-2	-9	-0.6	0.1	1
Cc1ccc(OCC(=O)NC(=S)Nc2cccc(NC(=O)c3ccccc3Cl)c2)cc1	1.1	-4.3	2.3	-0.3	1	1.3	-1	5	-1.3	0.3	-2

(listing goes on)
SMILES	DAX1 inh-1	FXN GAA850 act	hgDAF12 agonist	DAX1 inh-2	sPLA2-III inh	hcDAF-12 act	SMARCA2 activ	NPR1 activator	ssDAF12 agonist	proKLK7 act	GC-B act
CCN1CCN(S(=O)(=O)c2ccc(Cl)c(C(=O)N(C)C3CCCCC3)c2)CC1	-1.0	-2.3	-1.8	0.8	5	1.9	-4	1	0.5	-0.2	5
O=C(COc1ccc(Br)cc1CO)Nc1ccccc1F	1.1	2.5	3.0	0.9	-1	-0.1	6	-5	-1.1	0.0	-9
CCCC(=NC(C)CC)C1=C(O)CC(c2ccccc2)CC1=O (stereo not given)	-0.2	0.5	1.8	0.0	3	-2.4	-2	1	-1.4	0.2	3
CCCCNC(=O)c1c(CSc2ccc(Cl)cc2)noc1C(=O)NCc1ccccc1	2.3	2.0	-0.8	0.0	1	-0.1	1	-1	-0.8	-0.2	1
CC(C)(C)c1ccc(O)c(N=Cc2cc3c(cc2[N+](=O)[O-])OCO3)c1	-0.4	1.9	1.8	0.4	-12	1.4	3	-11	-1.1	0.1	-4
Cc1c(NS(=O)(=O)c2cc(C(=O)N3CCCC(C)C3)ccc2Cl)c(=O)n(-c2ccccc2)n1C (stereo not given)	0.1	0.8	-2.4	-0.6	-18	-0.6	-2	2	-1.2	0.7	0
S=C(Nc1ccccc1)Nc1ccc2cn[nH]c2c1	3.1	0.2	4.7	0.7	9	2.1	-3	7	0.0	0.5	3
O=C(Nc1nc2ccc(Cl)cc2s1)c1cccc(N2C(=O)CCC2=O)c1	1.0	3.7	14*	5.0*	5	5.5	1	74*	0.4	-0.2	-5
Cc1cc(-n2c(C)cc(C(=O)CN3C(=O)NC4(CCCC4)C3=O)c2C)no1	5.9*	-2.0	2.2	0.2	-9	-0.5	2	-1	-1.6	-0.2	-2
CC(C)(C)OC(=O)N1CCC(c2c(C(=O)NCC3CCN(C4CCCC4)C3)cnn2-c2ccc(F)cc2)CC1 (stereo not given)	1.3	-0.7	-1.2	0.4	-17	0.4	-2	-2	-0.6	0.0	2
Cc1cccc(CS(=O)(=O)Cc2ccc(C(=O)NCCCN3CCCC3)o2)c1	-0.2	-2.9	-0.6	-0.7	-8	-1.9	-2	-3	-1.4	-0.1	-3
C[C@@H]1COC(=O)[C@H](Cc2ccc(F)cc2)CC/C=C\C[C@@H](CC(=O)NCCO)C(=O)N1	1.5	1.8	0.9	0.0	-2	-1.4	-2	2	-1.2	0.1	-2
O=C(O)C1CCCCC1C(=O)NC1C2CC3CC(C2)CC1C3 (stereo not given)	1.1	-1.3	-2.3	0.4	0	-0.6	0	-2	-1.4	-0.5	2
CC(C)Cc1nnc(NC(=O)C2=COCCO2)s1	1.9	0.2	7.0	3.8*	9	2.2	1	1	-0.6	0.4	2
Cc1c(NC(=O)COC(=O)c2cc3c4ccccc4n(C)c3s2)c(=O)n(-c2ccccc2)n1C	-1.1	-1.4	0.1	-0.6	2	3.8	-2	-2	-0.4	-1.4	2
CCN(CC(=O)NCc1cccs1)CC(=O)Nc1ccccc1C	-0.4	-1.1	-0.1	1.0	3	-1.4	-1	2	-1.3	0.5	1
C[C@@H]1C(=O)O[C@@H]2[C@H](O)C34[C@H]5C[C@@H](C(C)(C)C)C36[C@H](OC(=O)[C@@H]6O)OC4(C(=O)O5)[C@@]12O (stereo not given in full)	0.4	0.6	-0.8	0.3	4	-0.9	0	0	-1.2	0.4	9
CC(C)(C)c1ccc(/C=C/C(=O)NC2CCS(=O)(=O)C2)cc1 (stereo not given)	1.0	1.5	3.2	0.8	-1	-1.4	-3	-1	-1.0	-0.4	-1
CC(C)c1ccccc1NC(=O)COC(=O)c1c2c(nc3ccccc13)CCN(Cc1ccccc1)C2	-1.2	-9.0	-2.7	-1.7	-13	-2.1	-2	1	-1.5	-0.2	6
O=C(/C(=C(\[O-])c1ccccc1)[n+]1ccc2ccccc2c1)c1ccc(Cl)cc1	2.7	-0.8	0.3	0.1	15	9.8*	-1	-3	-0.1	-0.4	-3
O=C(Nc1ccccc1-c1nc2ccccc2s1)C1=COCCO1	-0.4	1.5	-2.4	0.4	7	-2.1	-1	8	-1.1	0.5	-1
CCCCc1nc2ccccc2c(=O)n1NC(=O)c1c(O)c2cccc3c2n(c1=O)CC3	0.8	-1.0	2.0	0.0	6	0.3	1	-3	-1.8	-0.6	6
CCC(=O)N1CCc2cc(Br)cc(S(=O)(=O)NCC3CCCN3CC)c21 (stereo not given)	0.4	-0.6	-0.7	-0.3	7	-1.2	3	5	-1.1	0.3	-1
O=C(NCCCn1ccnc1)c1cc(S(=O)(=O)N2CCOCC2)c(Cl)cc1Cl	0.2	-0.5	-1.8	1.1	9	-2.0	-9	1	-1.1	-0.3	2
N#Cc1ccccc1NC(=O)c1ccc2c(Cl)c3c(nc2c1)CCCC3	2.9	5.9	4.3	1.4	-3	0.3	4	14	-0.6	0.2	12
COc1ccc(CCNc2nc(C)nc3c2nnn3Cc2ccccc2)cc1	-1.2	0.8	-1.6	-0.3	12	-0.8	-1	-9	-0.6	0.4	-5
O=C(N/N=C/c1ccccc1)c1n[nH]c2c1CCCC2	-0.7	-1.1	17*	3.1	6	2.2	7	1	1.1*	0.0	-6
CCOC(=O)[C@@]12CCC3=C1N(CCC3)C(=O)[C@H](CC(=O)NCc1ccc(C)o1)C2	/	/	5.3	0.1	-7	5.2	-1	5	0.1	-0.5	1
CC(=NNC(=O)CSc1nc2ccccc2o1)c1ccco1	0.4	4.0	-1.4	-0.1	0	0.6	0	-3	-0.6	0.4	1
COCc1cc(C)n(CC(=O)Nc2ccc3c(c2)OCO3)c(=O)c1C#N	0.0	-1.1	-1.0	0.8	9	1.2	-2	4	-1.0	0.5	4
CCOc1ccc(N2CC(C(=O)Nc3ncccc3C)CC2=O)cc1 (stereo not given)	0.0	-2.4	-1.5	-0.5	6	-2.1	-1	-3	-0.9	-1.1	0
O=S(=O)(c1cccc(-c2nc3ccccc3s2)c1)N1CCOCC1	1.2	2.7	2.8	-0.1	-2	0.2	2	-1	-1.5	-0.2	-1
Cc1ccc2[nH]c(=O)c(CN(Cc3cccnc3)Cc3nnnn3CC3CCCO3)cc2c1 (stereo not given)	3.4	2.1	-1.6	-0.3	4	-2.6	-1	2	-0.8	-0.2	2
Cc1cccc(S(=O)(=O)CC(=O)Nc2nc(-c3ccccc3)cs2)c1	-0.5	2.5	-3.3	-1.4	-49	-1.7	-1	7	-1.5	0.6	-9
COc1ccc([C@H]2CC(=O)C=C(c3ccc(Cl)c(Cl)c3)C2)cc1	0.1	4.8	0.9	-0.4	7	-0.8	-1	0	-1.1	-0.3	-3
COC(=O)[C@]12C[C@H](CC(=O)NCCc3ccccc3OC)C(=O)N(CCc3ccc(OC)c(OC)c3)C1=C[C@H](COCc1ccccc1)O[C@@H]2C	/	/	-1.9	-1.4	-4	-1.7	-2	-6	-0.9	0.7	-4
CC(C)N(C(=O)CSc1nnc(NC(=O)C2CCC2)s1)C(C)C	-0.3	-1.4	-1.2	-0.5	-4	0.5	-2	0	-0.6	-0.6	6
CCc1ccc(NC(=O)Cc2c(C(=O)O)n(C)c3ccccc23)cc1	0.7	0.8	-4.1	0.2	-15	0.2	-6	4	0.1	0.0	4
O=C(Nc1ncccc1O)c1ccc(S(=O)(=O)Nc2ccccc2)cc1	11*	20*	85*	85*	-20	13*	-1	1	0.3	0.1	-4
COc1ccc(-c2ccc(-c3nnc(-c4cc(OC)ccc4OC)o3)cc2)cc1	-0.2	-0.7	-3.3	-0.7	-1	-1.2	3	2	-1.5	-2.0	-1
N/C(=N\OC(=O)CCCOc1ccccc1)c1cccc(Br)c1	0.1	1.8	1.2	0.3	2	-2.3	-3	3	-1.4	0.0	-1
CC1(C)C(=O)CC[C@]2(C)C3C(=O)C=C4[C@H]5C[C@@](C)(C(=O)O)CC[C@]5(C)CC[C@]4(C)[C@]3(C)CC[C@@H]12 (stereo not given in full)	-1.2	-0.9	-2.0	-0.5	4	-1.6	0	2	-1.2	0.1	1
Cc1ccc(-n2c(SCC(=O)N/N=C/C=C\c3ccccc3[N+](=O)[O-])nnc2-c2ccccc2)cc1	/	/	-3.9	0.9	-11	1.7	0	-4	-0.9	0.5	-23
Cc1cc(C)n2ncc(C(=O)Nc3ccc4c(c3)CCC4)c2n1	/	/	6.5	/	0	6.8*	/	3	0.6	/	-7
